GALK inhibitor: qHTS Assay for Inhibitors of Human Galactokinase (GALK); Potency, µM (highest dose often 57.5 µM), for the others: top-dose activity change, negative = inhibition, usual class: inhibitors; 270,000 tested, 0.007% active; Purified GALK, Kinase-Glo residual ATP luminescence; AID 1868, 2009; P51570; note: potency is the fitted concentration of half-maximal effect; % is set by controls: 0 for no effect and ±100 for the full control effect
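Human GALK (5 nM) with 35 uM ATP and 100 uM galactose in 20 mM HEPES pH 8.0, 5 mM MgCl2, 60 mM NaCl, 1 mM DTT, 0.01% BSA. After 1 h at room temperature, leftover ATP was read by Kinase-Glo Plus luminescence.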
TSHR antagonist: Antagonists of the Thyroid Stimulating Hormone Receptor: HTS campaign; Thyrotropin receptor (Homo sapiens), P16473; TSHR-expressing cells, TSH-stimulated cAMP HTRF, 2 h; hits give low values; activity change, negative = inhibition, % at 11.5 µM; 330,000 tested, 0.2% active; AID 504810, 2011;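 active = activity change below a set negative limit, meaning inhibition stronger than a set level, cut at about -70% in these data; inconclusive = activity change between two set negative limits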; note: % is set by controls: 0 for no effect and ±100 for the full control effect
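Competitive HTRF cAMP read-out (cryptate anti-cAMP antibody, cAMP-d2; 30 min, room temperature) in freshly harvested TSHR cells. Compounds added before TSH at EC80 (4nM final), followed by 2 hours' incubation at 37 deg C.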
Eya2 phos inh: qHTS Assay for Inhibitors of the Phosphatase Activity of Eya2; recombinant Eya2, OMFP fluorescence dephosphorylation (OMFP is methylfluorescein phosphate); Potency, µM (highest dose often 76.9 µM), for inactives: at the highest dose activity, negative = inhibition, hits mostly inhibitors; 330,000 tested, 0.006% active; note: potency is the fitted concentration of half-maximal effect; % is set by controls: 0 for no effect and ±100 for the full control effect
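Eya2 (0.2 uM) preincubated 10 min at ambient with compound, then OMFP substrate added at 50 uM; 10 min reaction in 50 mM HEPES pH 7.5, 50 mM NaCl, 5 uM MgCl2, 0.05% BSA, 1 mM DTT. Fluorescence read at Ex 485/Em 525 nm.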
Menin MLL FP TR: qHTS Assay for Inhibitors Targeting the Menin-MLL Interaction in MLL Related Leukemias: Competition With Texas Red Labeled MLL-derived Mutant Peptide; Menin + Texas Red MLL mutant peptide, fluorescence polarization; O00255; Potency, µM (doses to about 61.6 µM), for inactives: top-dose FP activity change, negative = inhibition, hits mostly inhibitors; 270,000 tested, 0.23% active; active = well fitted inhibition curve with a large enough effect in the polarisation, with a control signal flat, not every such curve was filed as active; inconclusive = small, poorly fitted or top-dose-only effect, or effect the other way, or a change in a side signal; inactive = no such curve, though single readings can be large or run the other way; the % refers to the polarisation; note: potency is the fitted concentration of half-maximal effect; % of control where 0% means no effect; many of its hits are not listed in these tables
PKM2 act: qHTS Assay for Activators of Human Muscle isoform 2 Pyruvate Kinase; Potency, µM (doses to about 57.5 µM), for the others: at the top dose activation, usual class: activators; purified PKM2, Kinase-Glo ATP luminescence, activation; response scale: 0% is enzyme alone, no compound; 260,000 tested, 0.34% active; Pyruvate kinase PKM (Homo sapiens), P14618; note: potency is the fitted concentration of half-maximal effect; % is set by controls: 0 for no effect and ±100 for the full control effect; nearly all actives have a fitted effect of over 55% in size
Target sequence (P14618 whole entry, looked up, canonical isoform): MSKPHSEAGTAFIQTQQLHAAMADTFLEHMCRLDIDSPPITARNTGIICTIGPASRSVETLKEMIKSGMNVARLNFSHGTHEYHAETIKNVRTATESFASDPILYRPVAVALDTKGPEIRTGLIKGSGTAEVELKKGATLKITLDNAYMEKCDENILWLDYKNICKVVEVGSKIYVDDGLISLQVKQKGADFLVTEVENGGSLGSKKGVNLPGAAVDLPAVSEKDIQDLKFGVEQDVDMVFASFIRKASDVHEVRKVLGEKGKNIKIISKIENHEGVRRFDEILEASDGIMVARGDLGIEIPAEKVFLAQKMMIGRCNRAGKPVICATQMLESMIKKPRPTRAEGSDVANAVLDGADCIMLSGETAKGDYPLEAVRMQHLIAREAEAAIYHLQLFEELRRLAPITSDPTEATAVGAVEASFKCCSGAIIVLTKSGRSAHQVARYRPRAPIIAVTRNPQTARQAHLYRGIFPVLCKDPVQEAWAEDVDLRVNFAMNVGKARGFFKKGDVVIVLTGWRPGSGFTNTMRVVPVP
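Kinase-Glo luminescence reports ATP generated from ADP (0.1 mM) and PEP (0.5 mM) by purified hPK-M2 after 1 h at room temperature, pH 7.2 imidazole buffer; intermediate enzyme activity allows detecting inhibitors and activators.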
KCNH2 WT inh: qHTS for Inhibitors of KCHN2 3.1: Wildtype qHTS | AID 720551, 2013 | activity change, % at 1.84 µM | U2OS, BacMam KCNH2, thallium flux FluxOr; hits give low values | Voltage-gated inwardly rectifying potassium channel KCNH2 (Homo sapiens), Q12809 | 340,000 tested, 0.37% active;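 active = maximum activity change below -70%; inconclusive = maximum activity change between -70% and -50%; inactive = maximum activity change above -50%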; note: % is set by controls: 0 for no effect and ±100 for the full control effect
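U2OS cells transduced with wild-type KCNH2 virus are loaded with FluxOr dye for 45 min, and thallium flux is measured in kinetic reads before and after stimulation buffer. Rate constants are normalized to DMSO controls.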
MBNL1-CUG inh: qHTS Assay for Inhibitors of MBNL1-poly(CUG) RNA binding; AID 2675, 2010; TR-FRET MBNL1-His/biotin-(CUG)12 binding, 665/545 ratio; Muscleblind-like protein 1 (Homo sapiens), Q9NR56; 280,000 tested, 0.036% active; Potency, µM (top dose mostly 57.5 µM), without a hit: at the top dose activity change, negative = inhibition, hits mostly inhibitors; active = well fitted inhibition curve with a large enough effect in the signal ratio, with a control signal flat, not every such curve was filed as active; inconclusive = small, poorly fitted or top-dose-only effect, or effect the other way, or a change in a side signal; inactive = no such curve, though single readings can be large or run the other way; the % refers to the signal ratio; note: potency is the fitted concentration of half-maximal effect; % is set by controls: 0 for no effect and ±100 for the full control effect
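Inhibition of protein-RNA binding appears as loss of TR-FRET between terbium anti-His antibody on MBNL1-His and streptavidin-XL665 on biotin-(CUG)12. Activity is normalized to buffer-only and uninhibited-complex controls.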
ASM inhibitor: Inhibitors of Secretory Acid Sphingomyelinase (S-ASM): qHTS | placental ASM, HMU-PC fluorogenic substrate, 60 min | Potency, µM (series often up to 57.5 µM), for inactives: at the highest dose activity change, negative = inhibition, actives largely listed as inhibitors | 340,000 tested, 0.006% active | AID 504937, 2011; note: potency is the fitted concentration of half-maximal effect
Target sequence (P17405 47-631 limits assumed): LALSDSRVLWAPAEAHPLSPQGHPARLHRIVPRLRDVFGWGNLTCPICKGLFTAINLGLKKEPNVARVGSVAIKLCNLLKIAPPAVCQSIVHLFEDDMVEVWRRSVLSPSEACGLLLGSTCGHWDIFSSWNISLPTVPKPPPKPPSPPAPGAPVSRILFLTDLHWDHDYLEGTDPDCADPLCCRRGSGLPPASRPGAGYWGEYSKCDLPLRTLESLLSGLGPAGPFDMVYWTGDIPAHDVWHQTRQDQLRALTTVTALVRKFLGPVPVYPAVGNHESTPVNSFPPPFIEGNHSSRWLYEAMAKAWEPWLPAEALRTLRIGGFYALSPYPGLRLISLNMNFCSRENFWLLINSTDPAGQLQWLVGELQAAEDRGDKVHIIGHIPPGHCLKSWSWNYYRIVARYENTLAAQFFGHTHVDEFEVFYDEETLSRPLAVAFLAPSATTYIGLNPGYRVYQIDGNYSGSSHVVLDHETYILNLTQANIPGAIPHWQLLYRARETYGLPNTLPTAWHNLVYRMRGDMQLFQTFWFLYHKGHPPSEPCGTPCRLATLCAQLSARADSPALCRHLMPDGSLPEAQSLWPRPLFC
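Human placenta-derived ASM enzyme was preincubated with compound for 10 minutes at room temperature, then given fluorogenic substrate HMU-PC0 (9 uM final) for 60 minutes at 37 °C; a pH 10 stop preceded fluorescence reading at Ex 386/Em 447 nm.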
Mito fusion act: qHTS Assay for Small Molecule Inhibitors of Mitochondrial Division or Activators of Mitochondrial Fusion. S. cerevisiae fusion-defective mutant growth rescue, CellTiterGlo 48 h. Potency, µM (highest dose often 46.1 µM), without a hit: at the top dose growth rescue (activation), usual class: activators. 320,000 tested, 0.23% active. AID 485298, 2010;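 note: potency is the fitted concentration of half-maximal effect; % of control where 0% means no effect; nearly all actives have a fitted effect of over 45% in size; temperature-sensitive fusion mutants such as fzo1-1 at 37 °C on non-fermentable ethanol glycerol medium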
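Read-out: ATP-based luminescence (CellTiterGlo, 10 min ambient) reporting growth of fusion-defective ts yeast after 48 hours at 37C on glycerol/ethanol YPEG medium in the presence of compound.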
Chronic BCR inh: qHTS Assay to Find Inhibitors of Chronic Active B-Cell Receptor Signaling. Potency, µM (titrated, usually from 46.1 µM), for inactives: at the highest dose ratio change, negative = lower green/red ratio, actives largely listed as inhibitors. ABC-DLBCL IkBa-CBG/CBR reporter, luminescence ratio, 4 h. 340,000 tested, 0.05% active; active = well fitted inhibition curve with a large enough effect in the signal ratio, with a control signal flat, not every such curve was filed as active; inconclusive = small, poorly fitted or top-dose-only effect, or effect the other way, or a change in a side signal; the % refers to the signal ratio;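 note: potency is the fitted concentration of half-maximal effect; plate controls were basal doxycycline-induced cells for no effect and cells given 10 µM MG132 for full effect; MG132 reads +100%, hits lower the ratio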
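Compounds up to 46 uM were incubated four hours with TMD8 cells whose green CBG68 luciferase is fused to IkappaBalpha; red CBR luminescence normalised the signal, and concentration-effect curves were fitted to fusion, red and ratio data.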
USP2a inh: qHTS Assay for Inhibitors of Ubiquitin-specific Protease USP2a Using CHOP2 as the Reporter | USP2 core, Ub-CHOP2 coupled fluorogenic reporter, 485/531 | AID 463254, 2010 | Potency, µM (doses to about 38.3 µM), for inactives: at the highest dose activity change, negative = inhibition, hits mostly inhibitors | Ubiquitin carboxyl-terminal hydrolase 2 (Homo sapiens), O75604 | 330,000 tested, 0.01% active;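 note: potency is the fitted concentration of half-maximal effect; plate controls were DMSO wells for no effect and full inhibition by NEM control for full effect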
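Deubiquitinase activity read as fluorescence (485/531 nm) after Ub-CHOP2 cleavage activates the enterokinase reporter on its substrate; USP2 core 10nM, Ub-CHOP2 and substrate 25nM each, 30min compound preincubation then 60min RT; data normalized to NEM, curves fitted.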
* = called active by the depositor; ? = inconclusive; . = not tested or not shown; [ ] = remark or other dose. Unless noted, calls come from the whole dose curve; as a rule, active = well fitted curve in the direction sought with a large enough effect; inconclusive = small, poorly fitted or top-dose-only effect, or another doubt; inactive = no such curve, though single readings can be large; an effect the other way counts as inactive or inconclusive.

SMILES | GALK inhibitor | TSHR antagonist | Eya2 phos inh | Menin MLL FP TR | PKM2 act | KCNH2 WT inh | MBNL1-CUG inh | ASM inhibitor | Mito fusion act | Chronic BCR inh | USP2a inh
CCN1CCCC1CNC(=O)C1c2ccccc2C(=O)N(CCOC)C1c1ccc(F)cc1 (stereo not drawn) | 0% | 10 | 7% | -14% | -1% | -1 | -10% | 5% | 3% | 1% | 0%
CC(Oc1ccccc1)C(=O)Nc1ccc(S(=O)(=O)Nc2nccs2)cc1 (stereo not drawn) | -2% | 15 | -4% | 40%[activator] | . | 1 | 4% | -11% | -1% | 0% | 2%
Cc1ccc(S(=O)(=O)N2CCSC2=Nc2ccccc2)cc1 | -1% | -5 | 0% | . | -1% | . | -1% | . | 24% | ? | 9%
O=C(COc1ncnc2ccccc12)NC1CCS(=O)(=O)C1 (stereo not drawn) | 8% | 3 | 12% | -10% | 0% | -2 | 3% | 4% | 5% | -1% | 3%
O=c1cc(N2CCCCC2)c(-c2ccccc2)nn1Cc1ccc(Cl)cc1Cl | 3% | 9 | 3% | 3% | -12% | -7 | -13% | -11% | 0% | ? | 0%
O=C1CCCc2nc(N3CCN(C(c4ccccc4)c4ccccc4)CC3)ncc21 | -1% | 0 | 5% | 7% | 3% | -5 | 1% | -12% | -4% | 2% | 0%
CN(CC(=O)Nc1ccc(S(=O)(=O)N2CCCC2)cc1)CC(=O)Nc1ccc(F)c(F)c1F | 5% | -2 | -13% | 29% | -16% | -5 | -2% | 2% | -4% | ? | -2%
Cc1cc(NC(=O)COc2ccc(C(C)(C)C)cc2)no1 | -3% | 19 | 5% | -21% | -3% | 29 | -14% | 7% | -15% | 0% | 1%
Cc1ccc(/C=C(\NC(=O)c2ccc(C)cc2)c2nc(=S)[nH][nH]2)cc1 | 2% | 6 | 9% | 6% | 1% | 11 | ? | -24% | 5% | -3% | 0%
O=C(c1ccco1)N1CCN(c2ncnc3c2[nH]c2ccccc23)CC1 | -1% | -22 | -14% | -16% | 9% | . | ? | . | 6% | 4% | -1%
CCCn1c(SCC(=O)N2CCN(S(=O)(=O)c3ccc(Cl)cc3)CC2)n[nH]c1=O | -3% | 2 | -30% | 8% | 6% | 14 | 4% | 1% | 0% | 1% | 1%
Cc1c(Cl)cccc1NC(=S)N1CCN(C(=O)c2ccco2)CC1 | 2% | 28 | 6% | . | -3% | -8 | 1% | 2% | 2% | -1% | 0%
O=C(COC(=O)/C=C/c1ccccc1)NNC(=O)c1ccccc1F | . | -6 | 9% | . | . | -1 | . | 1% | -3% | 4% | 2%
CCCCn1c(N)c(N(CCOC)C(=O)CCNC(=O)c2ccc(Cl)cc2)c(=O)[nH]c1=O | . | 0 | 7% | . | . | 20 | . | 7% | -1% | 4% | 0%
CCCCn1c(=O)c(C(C)=O)c(O)c2ccccc21 | 7% | 30 | 6% | -14% | -2% | -1 | -3% | -1% | -2% | 1% | 2%
CCOc1ccc(OCCCC(=O)NCCOc2ccccc2OC)cc1 | -1% | -2 | -8% | . | -6% | 16 | -1% | 0% | -1% | -3% | 2%
Cc1ccc(NC(=O)CN2CCCC2)cc1 | 4% | 4 | -3% | 1% | -2% | 2 | -1% | 0% | -2% | 4% | 1%
CC(C)[C@H](NC(=O)c1ccccc1F)C(=O)OCC(=O)Nc1sccc1C(N)=O | . | . | -30% | . | . | -2 | . | 1% | . | -2% | 3%
CCCN(CCC)CCNC(=O)CCC(=O)Nc1ccc2nc(N3CCN(C)CC3)cc(C)c2c1 | 0% | -13 | -8% | -13% | -5% | -4 | 11% | . | -3% | ? | -5%
N#C/C(=C\c1c(N2CCCCCC2)nc2ccccn2c1=O)C(N)=O | -1% | -4 | 4% | -11% | . | -2 | ? | 23% | -2% | 0% | 2%
O=[N+]([O-])c1ccc(CN2CCN(c3ncccn3)CC2)cc1 | . | 0 | 9% | 0% | 0% | 11 | ? | -8% | 2% | -15% | 3%
Cc1cc(F)ccc1S(=O)(=O)N1CCCCC1CCNC(=O)C(=O)NCCN1CCOCC1 (stereo not drawn) | . | 0 | 16% | . | . | -2 | . | 0% | -5% | 3% | 3%
CC1CCC(NC(=O)C2CCN(c3c4c(nc5ncnn35)CCC4)CC2)CC1 (stereo not drawn) | -1% | -1 | 3% | . | . | 2 | -3% | 2% | 1% | 1% | 1%
CC1CCC2(CC1)NC(=O)N(CC(=O)NCCc1c[nH]c3ccccc13)C2=O (stereo not drawn) | . | -13 | -22% | . | . | 17 | . | 3% | -3% | -1% | 0%
Cc1ccc(OCC(=O)Nc2ccc3c(c2)OC(F)(F)O3)c([N+](=O)[O-])n1 | 0% | -6 | -14% | 5% | -2% | 12 | 17% | -3% | 9% | ? | 5%
CCSc1nc2cc(S(=O)(=O)N3CCOCC3)ccc2o1 | . | -8 | 4% | . | . | -3 | . | 5% | . | -6% | 2%
COc1ccc(N2CCN(C(=O)c3ccc(COc4ccc5c(C)cc(=O)oc5c4)cc3)CC2)cc1 | . | -1 | -7% | -3% | -2% | 0 | 2% | 51%[activator] | 0% | -1% | 3%
COC(=O)Nc1cccn(Cc2c(Cl)cccc2Cl)c1=O | 1% | -6 | -5% | -10% | 9% | -10 | -9% | -1% | 3% | ? | -1%
COc1ccc(Cl)cc1NC(=O)CN(C)C(=O)c1cc2c(s1)CCC(C)C2 (stereo not drawn) | . | -6 | 0% | . | . | -6 | . | -10% | 20% | 3% | 3%
Cc1nc(NC(=O)CCN2C(=O)C3CC=CCC3C2=O)sc1C (stereo not drawn) | -2% | 3 | -1% | . | -1% | 2 | 0% | 2% | -2% | 5% | 3%
COc1ccc(Cc2nc3ccc(C(=O)N4CCC[C@H]4CO)cc3o2)cc1 | 5% | 23 | -5% | -4% | -1% | 3 | -3% | -2% | 1% | 6% | -6%
O=C(Nc1ccccc1F)Nc1cc(Cl)ccc1-n1cncn1 | -1% | -3 | 20% | 46%[activator] | . | -8 | -2% | 21% | -4% | ? | 2%
O=C(Nc1sc2c(c1C(=O)c1ccccc1)CCCC2)c1cccnc1 | 3% | -7 | 4% | -5% | 6% | -12 | 1% | -14% | 8% | -1% | 3%
CCOc1ccc(/C=N/NC(=O)C2CCCC2)c(OCC)c1 | -5% | -2 | -11% | . | -1% | -20 | 8% | 3% | -1% | 2% | 4%
CCCN(CC(=O)Nc1ccccc1C)C(=O)c1ccc(-c2ccc(C(C)=O)cc2)o1 | . | 3 | -9% | . | . | 9 | . | 12% | 3% | ? | 1%
Cc1ccc(C(=O)NNC(=S)NC(=O)COc2ccccc2)cc1 | -2% | -4 | 15% | . | 0% | 21 | 0% | -1% | 2% | ? | 1%
Cc1cc(C)c(NC(=O)CN2CCN(c3ccccn3)CC2)c(C)c1 | 0% | -1 | 12% | -11% | -1% | -1 | -6% | -2% | -1% | -7% | -1%
Cc1ccc(C(=O)N/C(=C\c2cn(C)c3ccccc23)C(=O)NCCN2CCOCC2)cc1 | 7% | -8 | -1% | . | . | 9 | ? | -3% | 0% | -17% | -2%

Not all compounds are listed (hit frequency here may not be typical).
